Screening results as filed in PubChem BioAssay.
NPY-Y2 PAM-ag: potentiates or activates human NPY-Y2 receptor | P49146 | cells expressing NPY-Y2, potentiator/agonist read-out | activation, % at 3.6 µM | 0.45% of 220,000 active | AID 1359; in the data active means activation above about 27%;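 further: cells stimulated with NPY near EC25 plus isoproterenol at EC100; 0% = vehicle plus submaximal agonist and 100% = vehicle plus saturating agonist; some results beyond the cut were filed as inactive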
EP2 mod: modulates human prostaglandin E2 receptor EP2 signaling; 0.83% of 260,000 active; EP2-expressing cells, cAMP HTRF FRET, PGE2 co-stimulation; AID 940; P43116; induction, % at 25 µM;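 active means compounds whose cAMP rise, as percent of the full-agonist control response, exceeds 60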;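 further: rat C6 glioma line stably carrying human EP2 under a CMV promoter; the protocol text gives 20 µM as final concentration; 100% = response of wells given 1 µM PGE2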
S1P4 agonist: agonists of human S1P4 receptor | O95977 | S1P4-expressing cell line, agonist reporter assay | activation, % at 4.98 µM | 0.35% of 220,000 active | AID 1509; in the data active means activation above about 11%;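 further: 0% = DMSO vehicle and 100% = reference agonist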
TRPN1 ag: agonists of zebrafish TRPN1 channel | activation, % at 3 µM | HEK293 zebrafish TRPN1-YFP, Fluo-8 calcium fluorescence; 100% = response to 87 µM carbachol | AID 1424 | 0.18% of 220,000 active;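 active means activation above its plate's cutoff, the mean activation of test wells on that plate plus 3 SD, cut at about 19% in these data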;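 further: 0% = DMSO alone and 100% = 87 µM carbachol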
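Material: zebrafish TRPN1-YFP in HEK293 cells. Doses: one dose of 3 µM, 0.3% DMSO. Incubation: dye 1 h 37 °C plus 30 min RT. Measured by: intracellular calcium fluorescence with Fluo-8.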
TRPML3 ag: activates the human TRPML3 channel. Q8TDD5. HEK293 TRPML3-YFP, Fluo-8 calcium fluorescence; 100% = the carbachol control signal. activation, % at 3 µM. 0.29% of 220,000 active;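 active means activation above its plate's cutoff, the mean activation of the plate's test wells plus 3 SD, cut at about 12% in these data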;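 further: 0% = DMSO only wells and 100% = carbachol wells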
Target sequence (Q8TDD5 whole entry, looked up): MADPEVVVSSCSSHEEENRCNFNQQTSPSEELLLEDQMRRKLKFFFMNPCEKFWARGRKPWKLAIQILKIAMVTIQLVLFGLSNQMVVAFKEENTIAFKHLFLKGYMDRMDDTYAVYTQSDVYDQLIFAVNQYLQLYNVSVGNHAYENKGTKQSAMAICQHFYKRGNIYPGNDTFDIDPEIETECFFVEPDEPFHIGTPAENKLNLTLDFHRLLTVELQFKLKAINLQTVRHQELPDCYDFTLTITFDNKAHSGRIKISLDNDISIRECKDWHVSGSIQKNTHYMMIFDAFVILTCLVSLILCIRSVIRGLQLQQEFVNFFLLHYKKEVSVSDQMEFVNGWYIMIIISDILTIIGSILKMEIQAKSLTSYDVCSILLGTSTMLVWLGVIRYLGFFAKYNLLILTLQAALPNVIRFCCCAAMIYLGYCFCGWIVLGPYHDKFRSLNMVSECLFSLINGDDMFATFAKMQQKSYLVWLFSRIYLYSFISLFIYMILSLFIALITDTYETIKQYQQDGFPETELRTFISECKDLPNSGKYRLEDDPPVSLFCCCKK
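Material: HEK293 cells stably carrying human TRPML3-YFP; compound dosing: single dose, 3 µM final nominal compound, 0.3% DMSO final; incubation: 1-h 37 °C dye load, 5-s basal, 120-s post-compound reads; technique: Fluo-8 intracellular calcium fluorescence, excitation 470-495 nm, emission 515-575 nm; read-out basis: percent activation from peak-to-basal fluorescence ratio, scaled between DMSO and carbachol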
NPY1 pot ag: human NPY-Y1 potentiation or agonism, primary screen; P25929; NPY-Y1 expressing cells, potentiator/agonist activation; activation, % at 3.6 µM; 0.37% of 220,000 active; AID 1304; in the data active means activation above about 33%, passing the limit was not always enough;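 further: cells stimulated with NPY at EC10 then isoproterenol at EC100; 0% = low agonist plus stimulus and 100% = saturating agonist plus stimulus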
Target sequence (P25929 whole entry, looked up): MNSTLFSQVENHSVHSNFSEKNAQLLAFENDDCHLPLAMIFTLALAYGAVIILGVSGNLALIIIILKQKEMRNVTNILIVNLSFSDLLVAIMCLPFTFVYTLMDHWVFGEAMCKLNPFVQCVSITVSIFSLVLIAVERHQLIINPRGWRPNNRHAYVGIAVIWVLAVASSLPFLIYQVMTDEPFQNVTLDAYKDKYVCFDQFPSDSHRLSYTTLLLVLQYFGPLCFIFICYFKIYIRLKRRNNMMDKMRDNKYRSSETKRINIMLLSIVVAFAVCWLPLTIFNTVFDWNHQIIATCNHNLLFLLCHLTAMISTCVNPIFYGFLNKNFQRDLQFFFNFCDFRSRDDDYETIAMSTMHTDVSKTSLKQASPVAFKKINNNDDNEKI
NPY Y1 blocker: NPY-Y1 (human) receptor antagonism; P25929; HEK293-CNG Y1 cells, membrane potential fluorescence; NPY at EC95, then isoproterenol; inhibition, % at 3.6 µM; 1% of 200,000 active;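 active means inhibition above the campaign mean inhibition of all tested compounds plus 3 SD, cut at about 20% in these data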;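 further: 0% = DMSO wells given NPY plus isoproterenol and 100% = isoproterenol alone without NPY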
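Material: HEK293 Y1/CNG channel cell line | Also added: NPY (25 nM), isoproterenol (1 µM), Ro 20-1724 (25 µM) | Compound: One concentration, 3.6 µM, in 0.4% DMSO | Schedule: 3 h dye uptake, 1 h room-temperature compound, 45 min post-isoproterenol | Signal: Membrane-potential fluorescent dye readout | Read-out: % inhibition of NPY effect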
CHOP inhibitor: inhibitors of CHOP induction in ER stress response; AID 2732; CHO-K1 CHOP-promoter luciferase, tunicamycin-induced, 15-18 h; 3.8% of 220,000 active; inhibition, % at 10 µM;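 active means compounds that reduced the stress-induced luciferase reporter signal by more than about 70% of percent inhibition, limit read from the data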;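 further: 0% = tunicamycin plus vehicle and 100% = wells without tunicamycin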
S1P4 antag: blocks the human S1P4 receptor | O95977 | S1P4-expressing cells, antagonist mode, reporter read-out | inhibition, % at 4.98 µM | 0.26% of 220,000 active | AID 1510; in the data active means inhibition above about 29%;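 further: 0% = wells stimulated with agonist and 100% = vehicle wells without agonist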
Starred values were filed as active, the others as inactive; nt = not tested or not shown; & = joins results of further samples. Outcome played no part in choosing rows; any-hit rate near 6.5%.

Values in the order: S1P4 antag, S1P4 agonist, TRPML3 ag, TRPN1 ag, NPY1 pot ag, EP2 mod, NPY Y1 blocker, NPY-Y2 PAM-ag, CHOP inhibitor
Cc1cccc(-n2c(SCCC(=O)O)nnc2-c2cccs2)c1C
    -11, 2.0, -0.3, 0.7, -5, 39, -4, -9, -8
CC(NC(=O)C1CCC1)c1ccc(Br)cc1 (configuration not stated)
    -1, -1.9, 0.4, -1.0, 2, 18, 2, -18, 42
CCc1ccc2[nH]c(=O)c(CN(Cc3ccccc3)C(=O)Nc3ccccc3OC)cc2c1
    -4, -1.9, -0.8, -1.1, 9, 27&18, 4, 3, 73*
COC(=O)N/N=C\c1c(C)nn(-c2ccccc2)c1Cl
    11, -0.1, 0.2, 0.8, 6, 4, 6, -5, -18
Cc1ccc(NC(=O)C2C3CC4OC(=O)C2C4C3)cc1Cl (configuration not stated)
    0, 0.1, 0.5, 0.3, 4, -18, 3, 8, 11
O=C1NCN(CCO)CN1
    -28, -1.9, 1.2, 0.8, 3, 17, nt, 1, -12
CC(C)Oc1cc(NC(=O)CS(=O)CC(=O)N(C)C)c(Cl)cc1Cl (configuration not stated)
    18, -0.6, 0.5, 0.4, -7, -5, 1, -7, 14
CC1CN(C(=O)c2ccccc2)C(=Nc2cccc(S(=O)(=O)N(C)C)c2)S1 (configuration not stated)
    -17, 2.2, 0.6, 1.3, 8, -3, 0, 6, -5
CC1(C)CC(=O)C2=C(C1)N(c1ccc(F)cc1)C(=O)CC2c1cccnc1 (configuration not stated)
    -18, 0.2, -0.3, 0.5, -22, 15, 3, -5, -31
NC(=O)N1CCc2ccccc21
    6, -2.3, 0.5, 0.4, -3, -15, 2, 5, -10
CC1(C(=O)NCCCNc2ncc(C(F)(F)F)cc2Cl)C=CCN1C(=O)c1ccccc1 (configuration not stated)
    2, 1.2, -0.4, -1.7, -11, 23, 5, -3, 13
O=C(NCc1ccc(Cl)cc1)C1CCC(CNc2c(N3CCOCC3)c(=O)c2=O)CC1 (configuration not stated)
    10, 0.7, 0.0, -0.1, 21, -2, nt, -35, -8
COc1ccc(S(=O)(=O)Nc2ccc3c(c2)OCO3)cc1
    -2, -2.2, 0.5, 0.3, 21, -19, 1, 6, -6
Cc1cc(NCC(C)C)n2ncnc2n1
    -6, -0.6, 0.9, -0.3, 7, -6, 3, 6, -17
C(#Cc1ccccc1)C[N+]1(CC#Cc2cccc3ccccc23)CCCC1
    -34, -0.7, -0.5, -1.2, -19, -22, 19, 1, 21
CCOC(=O)C1C(=O)N(O)CC1c1cccc(Oc2ccccc2)c1 (configuration not stated)
    -30, 1.6, -1.0, -0.7, -11, 52, 2, -9, 24
CCOc1ccc(NC(=O)c2ccccc2OCC(=O)c2ccc(C)cc2)cc1
    -6, -3.3, 0.9, 2.1, -10, 18, 0, 3, -21
O=C(NCc1cccnc1)C(=O)NCC(c1ccco1)N1CCN(c2ccccc2F)CC1 (configuration not stated)
    -22, 1.5, 0.3, -2.2, 26, -4, 10, -3, 4
CC(=O)c1cc(NC(=O)c2ccccc2)c(=O)oc1/C=C/N(C)C
    -2, 1.4, 1.1, 2.8, -9, -3, 1, -9, 12
Cc1ccc(C2CC(=O)Nc3sc(C(N)=O)c(N)c32)cc1 (configuration not stated)
    -8, 0.3, 0.4, -0.3, -7, 7, 4, 6, 6
CN(C)S(=O)(=O)c1cccc(NC(=O)COC(=O)/C=C/c2ccc(Br)o2)c1
    -6, 0.1, -0.3, 2.4, -20, -23, nt, -20, 9
Oc1ccccc1-c1nc2ccccc2nc1-c1ccccc1
    12, -1.2, 0.4, 0.3, 27, 53, nt, 10, 14
Cc1ccc(C2=N/C(=C\c3cccs3)C(=O)N2Nc2ccccc2)cc1
    -4, 1.4, -0.3, 1.2, 5, 11, -5, 5, 37
CC(N=C1NC(C)(C)Cc2ccccc21)C(=O)O (configuration not stated)
    -16, 2.5, 2.0, 1.8, 12, 6, -1, -9, 5
CCC1CCc2c(sc(N)c2C(N)=O)C1 (configuration not stated)
    -13, 0.1, -0.3, -1.3, 2, -12, 3, 1, 25
CCCc1cc(C(=O)Nc2cc(Br)ccc2O)no1
    8, 0.8, 0.7, 0.4, -6, -3, 2, 1, nt
O=[n+]1c2c(n([O-])c3cc(F)c(F)cc31)CCCC2
    -14, 0.9, 0.3, 0.5, -7, 7, 3, 1, -13
CCOC(=O)N1CCN(C(=S)NC(=O)c2c(-c3c(Cl)cccc3Cl)noc2C)CC1
    -9, 0.2, 1.2, 1.5, -3, 27, 3, -8, -43
O=c1c2ccccc2nc(SCCN2CCCCC2)n1CCc1ccccc1
    -3, -0.4, -1.3, -1.6, -5, 12, 17, 9, -21
c1cc(-c2nsc(-c3ccncc3)n2)ccn1
    -15, 1.1, 0.6, 1.0, 9, 4, nt, 2, -5

Some of these compounds in order of length of the SMILES, lowest first.
Values in the order: S1P4 antag, S1P4 agonist, TRPML3 ag, TRPN1 ag, NPY1 pot ag, EP2 mod, NPY Y1 blocker, NPY-Y2 PAM-ag, CHOP inhibitor
NC(=O)N1CCc2ccccc21
    6, -2.3, 0.5, 0.4, -3, -15, 2, 5, -10
CCCc1cc(C(=O)Nc2cc(Br)ccc2O)no1
    8, 0.8, 0.7, 0.4, -6, -3, 2, 1, nt
Oc1ccccc1-c1nc2ccccc2nc1-c1ccccc1
    12, -1.2, 0.4, 0.3, 27, 53, nt, 10, 14
COc1ccc(S(=O)(=O)Nc2ccc3c(c2)OCO3)cc1
    -2, -2.2, 0.5, 0.3, 21, -19, 1, 6, -6
O=c1c2ccccc2nc(SCCN2CCCCC2)n1CCc1ccccc1
    -3, -0.4, -1.3, -1.6, -5, 12, 17, 9, -21
CCOC(=O)C1C(=O)N(O)CC1c1cccc(Oc2ccccc2)c1 (configuration not stated)
    -30, 1.6, -1.0, -0.7, -11, 52, 2, -9, 24
C(#Cc1ccccc1)C[N+]1(CC#Cc2cccc3ccccc23)CCCC1
    -34, -0.7, -0.5, -1.2, -19, -22, 19, 1, 21
CC(C)Oc1cc(NC(=O)CS(=O)CC(=O)N(C)C)c(Cl)cc1Cl (configuration not stated)
    18, -0.6, 0.5, 0.4, -7, -5, 1, -7, 14
CC1CN(C(=O)c2ccccc2)C(=Nc2cccc(S(=O)(=O)N(C)C)c2)S1 (configuration not stated)
    -17, 2.2, 0.6, 1.3, 8, -3, 0, 6, -5

A run of entries from further up, for reference:
Values in the order: S1P4 antag, S1P4 agonist, TRPML3 ag, TRPN1 ag, NPY1 pot ag, EP2 mod, NPY Y1 blocker, NPY-Y2 PAM-ag, CHOP inhibitor
O=c1c2ccccc2nc(SCCN2CCCCC2)n1CCc1ccccc1
    -3, -0.4, -1.3, -1.6, -5, 12, 17, 9, -21
c1cc(-c2nsc(-c3ccncc3)n2)ccn1
    -15, 1.1, 0.6, 1.0, 9, 4, nt, 2, -5

Going on with the list:
Values in the order: S1P4 antag, S1P4 agonist, TRPML3 ag, TRPN1 ag, NPY1 pot ag, EP2 mod, NPY Y1 blocker, NPY-Y2 PAM-ag, CHOP inhibitor
CCN(CC)c1ccc(/C=N\NC(=O)c2cccc3cc[nH]c23)cc1
    21, 0.1, -1.6, -3.0, 35, -28, nt, 12, -19
Cc1nn(Cc2cccc(C(=O)Nc3ccn(Cc4ccccc4)n3)c2)c(C)c1[N+](=O)[O-]
    -17, -0.7, -0.2, -0.4, 3, 14, 16, 2, 39
CCn1c(SCC(=O)NCc2ccccc2)nc2c(c1=O)SC(C)C2 (configuration not stated)
    -5, -1.7, -0.9, -0.9, 0, -6, 4, 0, 20
O=C(Nc1cccc(-c2nc3ncccc3o2)c1)c1cc2ccccc2o1
    -1, -0.2, -0.5, 0.6, -10, -17, 5, -9, 20
O=C(NCc1cccnc1)c1ccc(=O)oc1
    5, 0.6, 0.4, -0.6, 4, 4, -1, -22, 12
COc1ccc(OCc2nnc(SCC(=O)O)n2N)cc1
    -14, 0.1, 1.2, 0.6, 4, 5&9, -4, 15, -3
N=c1c(C(=O)NC2CCCC2)cc2c(=O)n3ccccc3nc2n1CCN1CCOCC1
    -11, 6.1, 0.0, 1.1, -20, -25, 2, 0, 29
O=C(O)C1C2C=CC(O2)C1C(=O)NCCC1=CCCCC1 (configuration not stated)
    5, -0.8, -0.7, -0.3, -21, -17, -4, -15, -10
CCCNC(=S)N1CCC(c2nc3cc(C)c(C)cc3[nH]2)CC1
    -24, 0.8, -0.3, -0.2, 7, 16, 1, 4, 55
Cc1[nH]c2ccccc2c1/C=C(\C#N)C(=O)NCc1ccccc1
    -1, -1.8, 1.2, 0.1, 18, -71, 1, 9, 32
CCOCCCNC(=O)c1ccc(CS(=O)(=O)Cc2cccc(C)c2)o1
    -21, -1.4, 0.6, 0.2, 18, 4, 7, 7, 39
CCC(=O)NC(=S)Nc1cccc(NC(=O)CC)c1
    -16, -1.1, -0.2, 3.4, 5, -4, 2, -3, -2
O=C(NCc1ccc(Cl)cc1)c1ccc(-n2cccn2)nc1
    -4, 0.0, 0.6, -1.1, 0, -59, 4, -2, 16
Cn1c(=O)c2c(nc(SCCN3CCCCC3)n2Cc2ccccc2)n(C)c1=O
    -10, -1.1, -0.2, 0.7, 3, 0, 2, -17, 1
O=C(O)c1csc(-c2cccs2)n1
    -10, 0.0, -0.5, -1.0, 13, 1, 0, 2, 6
